Screening data: PubChem, National Center for Advancing Translational Sciences (NCATS)
RECQ1 helicase: inhibitors of human RECQ1 DNA helicase. P46063. RECQ1 DNA unwinding, red fluorescence kinetic read. Potency, µM (top dose mostly 57.3 µM), without a hit: top-dose activity, negative = inhibition, actives largely listed as inhibitors. 240,000 tested, 0.54% active;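 note: plate controls were vehicle for no effect and no enzyme for full effect; nearly all actives have a fitted effect of over 30% in size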
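RECQ1T1 50 nM; forked duplex (20 bp + 30-nt ss tails) 200 nM, ATP 2 mM final; pH 8.0, 2 mM MgCl2, 2.5 ug/ml poly(dI-dC); 15 min compound preincubation; discontinuous kinetic read over 2 h at RT.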
KDM4E inh: JMJD2E (human) inhibition. JMJD2E catalytic domain, FDH-coupled NADH fluorescence (FDH is formaldehyde dehydrogenase). Potency, µM (doses to about 57.1 µM), for the others: top-dose activity change, negative = inhibition, most hits filed as inhibitors. 230,000 tested, 1.6% active; active = well fitted inhibition curve with a large enough effect, not every such curve was filed as active; inconclusive = small, poorly fitted or top-dose-only effect, or another doubt; inactive = no such curve, though single readings can be large or run the other way;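 note: 0% = wells with enzyme and -100% = buffer wells without enzyme; nearly all actives have a fitted effect of over 50% in size; many of its hits are not listed in these tables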
GoLoco inh red: RGS12 GoLoco-Gai1 interaction inhibition | Gai1:RGS12 GoLoco peptide FP, rhodamine, 10 min | Potency, µM (doses to about 61.6 µM), inactives show top-dose activity, negative = inhibition, hits mostly inhibitors | 230,000 tested, 0.44% active; active = well fitted inhibition curve with a large enough effect, not every such curve was filed as active; inactive = no such curve, though single readings can be large or run the other way; note: nearly all actives have a fitted effect of over 30% in size; many of its hits are not listed in these tables
Tau fibril FP: inhibitors of human tau fibril formation. K18 P301L tau heparin fibrillization, Alexa594 FP, 6 h. Potency, µM (highest dose often 57.7 µM), for the others: at the top dose activity, negative = inhibition, hits mostly inhibitors. 280,000 tested, 0.39% active; note: nearly all actives have a fitted effect of over 55% in size
Target sequence (P10636 561-689 P618L limits assumed): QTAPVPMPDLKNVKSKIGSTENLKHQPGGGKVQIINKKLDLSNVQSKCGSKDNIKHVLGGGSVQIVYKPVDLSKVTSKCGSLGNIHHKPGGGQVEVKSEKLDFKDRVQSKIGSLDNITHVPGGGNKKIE
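Human K18 P301L fragment (15 uM unlabeled plus 0.24 uM Alexa 594-labeled) in 100 mM sodium acetate pH 7 with compound, aggregation induced by 20 uM heparin for 6 hr at 37 C. ThT (30 uM) added for 1 hr, then Alexa 594 FP read.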
TRb SRC2 PPI: inhibitors of human thyroid hormone receptor beta-SRC2 interaction; TRbeta-SRC2 peptide binding, fluorescence polarization; receptor liganded with 1 µM T3; Potency, µM (series often up to 106 µM), without a hit: at the highest dose activity change, negative = inhibition, most hits filed as inhibitors; P10828; 280,000 tested, 0.065% active;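 note: plate controls were bound peptide for no effect and peptide without receptor for full effect; nearly all actives have a fitted effect of over 50% in size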
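Binding of a 20-amino-acid Texas Red SRC2 peptide (20 nM) to TRb ligand-binding domain (0.6 uM) with agonist T3 at 1 uM was followed by fluorescence polarization after a 5 hr room-temperature incubation.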
TR SRC2 fluor cs: Texas Red fluorescence interference in TRb-SRC2 counter-screen; TRb/SRC2 Texas Red total fluorescence interference; Potency, µM (series often up to 106 µM), for the others: top-dose fluorescence change, negative = quenching; 280,000 tested, 0.29% active; active = well fitted curve in either direction with a large enough effect; inconclusive = small, poorly fitted or top-dose-only effect
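Human TRb ligand-binding domain at 0.6 uM with 20 nM Texas Red SRC2 peptide in Tris buffer containing 1 uM T3 and 5% DMSO, incubated with compound 5 h at ambient temperature. Total fluorescence (555/632 nm) calculated as parallel + 2 × perpendicular.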
L3MBTL1 inh: inhibitors of human L3MBTL1; Q9Y468; AlphaScreen L3MBTL1–H3K9me1 peptide binding; Potency, µM (doses to about 57.1 µM), for the others: top-dose activity, negative = inhibition, actives largely listed as inhibitors; 230,000 tested, 0.66% active; AID 485360; note: nearly all actives have a fitted effect of over 60% in size
Target sequence (Q9Y468 whole entry, looked up): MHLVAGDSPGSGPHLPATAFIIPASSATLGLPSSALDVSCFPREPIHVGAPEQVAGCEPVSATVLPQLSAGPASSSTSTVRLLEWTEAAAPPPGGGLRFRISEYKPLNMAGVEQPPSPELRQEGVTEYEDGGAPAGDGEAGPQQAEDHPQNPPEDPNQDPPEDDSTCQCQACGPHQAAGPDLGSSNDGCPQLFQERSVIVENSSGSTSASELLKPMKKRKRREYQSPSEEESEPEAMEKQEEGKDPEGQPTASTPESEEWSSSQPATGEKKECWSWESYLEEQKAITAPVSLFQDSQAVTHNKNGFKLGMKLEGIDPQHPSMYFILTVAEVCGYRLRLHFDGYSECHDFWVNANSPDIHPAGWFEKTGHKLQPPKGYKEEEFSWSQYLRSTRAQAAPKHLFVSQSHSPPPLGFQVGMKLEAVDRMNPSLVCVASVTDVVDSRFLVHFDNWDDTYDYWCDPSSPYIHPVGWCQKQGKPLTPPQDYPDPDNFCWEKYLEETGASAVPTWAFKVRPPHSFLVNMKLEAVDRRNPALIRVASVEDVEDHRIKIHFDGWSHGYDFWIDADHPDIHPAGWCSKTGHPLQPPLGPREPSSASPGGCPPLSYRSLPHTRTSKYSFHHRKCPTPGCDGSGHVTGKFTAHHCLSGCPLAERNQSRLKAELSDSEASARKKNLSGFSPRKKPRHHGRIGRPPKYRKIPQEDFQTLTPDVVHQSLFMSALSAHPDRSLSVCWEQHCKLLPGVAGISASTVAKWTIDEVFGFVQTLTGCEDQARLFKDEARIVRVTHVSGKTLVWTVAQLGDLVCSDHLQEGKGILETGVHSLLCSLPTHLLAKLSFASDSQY
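AlphaScreen proximity signal between nickel-chelate acceptor and streptavidin donor beads (final 10 ug/mL) reports binding of 50 nM L3MBTL1 to 75 nM biotin-H3 K9me1 peptide; complex incubated with compounds 30 min at room temperature; cefsulodin titration as control.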
Tau ThT inhib: tau fibrillization inhibition (ThT binding) | P10636 | recombinant tau K18 P301L, heparin-induced fibrillization, ThT fluorescence | Potency, µM (series often up to 57.4 µM), without a hit: top-dose activity, negative = inhibition, usual class: inhibitors | 270,000 tested, 2.1% active; note: nearly all actives have a fitted effect of over 55% in size
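ThT emission at 510 nm, taken 1 hr after adding 30 uM dye, quantifies aggregates formed when 20 uM heparin acts on human tau K18 P301L for 6 hr at 37 C.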
Active calls of the source: *; i = inactive; ? = inconclusive; / = no result given; [ ] = remark or other dose. Unless noted, calls come from the whole dose curve; as a rule, active = well fitted curve in the direction sought with a large enough effect; inconclusive = small, poorly fitted or top-dose-only effect, or another doubt; inactive = no such curve, though single readings can be large; an effect the other way counts as inactive or inconclusive. Unless noted, % is set by controls: 0 for no effect and ±100 for the full control effect; potency is the fitted concentration of half-maximal effect. Only part of the results is shown, so the mix of outcomes need not match the whole.

SMILES	RECQ1 helicase	KDM4E inh	GoLoco inh red	Tau fibril FP	TRb SRC2 PPI	TR SRC2 fluor cs	L3MBTL1 inh	Tau ThT inhib
COc1ccc(-c2ccnc(-c3ccc(O)cc3)n2)cc1	-6%	-20%	-6%	-6%	-3%	-7%	/	?
Cc1cc(C)c2cc(CN(CCO)Cc3nnnn3Cc3ccccc3)c(=O)[nH]c2c1	1%	-8%	9%	-10%	-10%	-4%	2%	-5%
Cc1nn(C2CCS(=O)(=O)C2)c(C)c1C=O (centres undefined)	-1%	-5%	1%	3%	-12%	-9%	-4%	2%
CCCn1c(C)nc2c(N(C)CCN(C)C)nc(C)nc21	-1%	9%	-4%	0%	2%	2%	/	-15%
Cc1nn(CCOc2ccc(Br)cc2)c(C)c1[N+](=O)[O-]	-8%	-7%	8%	-11%	-6%	-1%	18%	-7%
CCOC(=O)c1cc(-c2ccc(OC)cc2)nn1Cc1ccccc1	/	/	/	?	-2%	-1%	/	-14%
COCCN(C(=O)CCC(=O)Nc1ccccn1)C(C(=O)NCCC(C)C)c1ccc(OC)cc1 (centres undefined)	-5%	-8%	1%	0%	-10%	-1%	0%	-9%
OCCC1CN(Cc2cc3c(cc2Cl)OCO3)CCN1C1CCCC1 (centres undefined)	i	10%	6%	2%	0%	-2%	6%	-5%
CN1/C(=C\C=C(/C#N)C(=O)Nc2ccccc2F)C(C)(C)c2ccccc21	-4%	2%	23%	-6%	2%	-5%	22%	?
CC(C)c1ccccc1NC(=S)N1CCN(Cc2ccc3c(c2)OCO3)CC1	i	13%	0%	-5%	-3%	-2%	2%[11.4 µM]	-6%
CC1CCCCN1C(=O)NC12CC3CC(CC(C3)C1)C2 (centres undefined)	-10%	-5%	10%	6%	-7%	-7%	/	-10%
Cc1ccccc1NC(=O)c1ccc(S(=O)(=O)C(F)F)cc1	-3%	16%	2%	-11%	8%	7%	9%	-2%
COC(=O)C1C(c2ccc(OC)cc2)C(C(=O)OC)S(=O)(=O)C(CCN2CCCCC2)S1(=O)=O (centres undefined)	i	1%	12%	-6%	-5%	-1%	17%	-12%
COc1ccc(Nc2c3c(nc4c(-c5ccccc5)c(C)nn24)CCC3)cc1	7%	0%	18%	12%	-5%	-4%	10%	?
Cc1ccc(C(=O)NN2C(=O)/C(=C/c3cn(C)c4ccccc34)SC2=S)cc1	i	-8%	22µM*	7%	-10%	-7%	27%	7%
O=C1Cc2ccccc2C(=O)N1OCc1ccc(Cl)cc1Cl	-2%	5%	7%	10%	-10%	-6%	32%	-1%
CCOC(=O)N1CCN(c2cc(N)c([N+](=O)[O-])cc2F)CC1	-1%	-6%	6%	-4%	5%	1%	-6%	4.5µM*
O=C(NCc1cccnc1)c1ccc(COc2ccc(Cl)cc2Cl)o1	i	-19%	16%	8%	-1%[53 µM]	-2%[53 µM]	-7%	-4%
O=C(CSc1nc(-c2ccco2)cc(C(F)(F)F)n1)NCc1cccs1	i	-7%	-2%	-5%	9%	0%	4%[11.4 µM]	10%
Cc1ccc(NC(=O)N2CCN(c3cc(-c4noc(C)n4)ccc3C)CC2)c(F)c1	/	/	/	-5%	3%	7%	/	-1%

Grouped by structure: the compounds so far containing two or more sulfur atoms
SMILES	RECQ1 helicase	KDM4E inh	GoLoco inh red	Tau fibril FP	TRb SRC2 PPI	TR SRC2 fluor cs	L3MBTL1 inh	Tau ThT inhib
COC(=O)C1C(c2ccc(OC)cc2)C(C(=O)OC)S(=O)(=O)C(CCN2CCCCC2)S1(=O)=O (centres undefined)	i	1%	12%	-6%	-5%	-1%	17%	-12%
Cc1ccc(C(=O)NN2C(=O)/C(=C/c3cn(C)c4ccccc34)SC2=S)cc1	i	-8%	22µM*	7%	-10%	-7%	27%	7%
O=C(CSc1nc(-c2ccco2)cc(C(F)(F)F)n1)NCc1cccs1	i	-7%	-2%	-5%	9%	0%	4%[11.4 µM]	10%

(next part)
SMILES	RECQ1 helicase	KDM4E inh	GoLoco inh red	Tau fibril FP	TRb SRC2 PPI	TR SRC2 fluor cs	L3MBTL1 inh	Tau ThT inhib
CCOC(=O)c1sc2ccccc2c1OC(=O)c1ccccc1	-13%	-14%	4%	-4%	5%	3%	/	-11%
CCC(=O)Nc1cccc(NC(=S)NC(=O)c2cccs2)c1	-3%	6%	4%	0%	-11%	-1%	1%	-5%
CCC(C)[C@H](NC(=O)NCCCN1CCOCC1)C(=O)OC (some centres undefined)	i	3%	3%	-2%	-1%	-5%	-1%	2%
CCCC(=O)Nc1cccc(NC(=O)c2ccc3c(c2)OCCO3)c1	-12%	8%	-10%	-6%	2%	-5%	/	-23%
CCN(CC)c1ccc(C=NCCc2ccc(S(N)(=O)=O)cc2)cc1	19%	-7%	18%	-1%	10%	0%	-3%	-4%
CC(C)(C)c1nc2c(C#N)c(-c3ccc(Cl)cc3)ccn2n1	i	?	-6%	9%	5%	-6%	/	-13%
COc1ccc(C2C(=O)N(C3CCCCCC3)CC(=O)N2Cc2ccc(C)cc2)cc1OC (centres undefined)	/	/	/	-4%	-5%	-1%	/	4%
CC(=O)Nc1ccc(S(=O)(=O)/N=C2\C(=O)c3ccccc3C([O-])=C2n2cc[n+](-c3ccccn3)c2)cc1	-23%	-9%	1%	?	-9%	-6%	-6%	13µM*
COc1cc2c(cc1OC)CN(C(=O)c1sc(-c3cnccn3)nc1C)CC2	0%	-4%	10%	-4%	-5%	-1%	-4%	-8%
Cc1cc(C(=O)CN2C(=O)c3ccccc3S2(=O)=O)c(C)n1CC1CCCO1 (centres undefined)	-4%	9%	12%	0%	-9%	-4%	0%	-5%
O=C(Cc1csc2ccccc12)NCc1ccc(F)cc1	/	/	/	-7%	-2%	-2%	/	-3%
O=C(CSCc1ccccc1Cl)N/N=C/c1ccco1	-15%	10%	5%	0%	9%	-1%	-8%	-6%
CCOC(=O)c1c(NC(=O)CSC2=NN3CCCC(=O)N=C3S2)sc2c1CCCCC2	-6%	-10%	6%	3%	-4%	-2%	5%	-11%
CCCN1C(=O)SC(CC(=O)Nc2ccccc2C)C1=O (centres undefined)	-5%	-4%	7%	1%	-8%	1%	-18%	-12%
COc1ccc(-n2cc(CNC(C)c3ccncn3)c(-c3cccc(F)c3)n2)cc1 (centres undefined)	7%	-6%	14%	6%	3%	-5%	-5%	4%
Cc1ccc(NC(=O)CN(C)C(=O)Cn2ccsc2=N)cc1	-10%	1%	-8%	-8%	-4%	-3%	-4%	7%
O=C(O)Cc1ccc(Oc2ncc(C(F)(F)F)cc2Cl)cc1	-4%	-1%	-5%	-5%	-8%	-1%	/	-3%
O=C(CC1CCCCC1)NCc1ccco1	6%	4%	14%	-2%[2.34 µM]	-3%	-2%	5%	-1%
CC(=O)c1cccc(Nc2ccc3cc(S(=O)(=O)N4CCC(C)CC4)ccc3n2)c1	/	/	/	13µM*	1%	-3%	/	?
CC(c1n[nH]c(=S)n1-c1ccc(F)cc1)N1CCCCC1 (centres undefined)	-4%	-9%	20%	4%	3%	-3%	?	1%
N#Cc1ccc2c(c1)N(CCCN1CCC(O)CC1)c1ccccc1S2	i	-2%	8%	-1%	1%	0%	/	-3%
Cc1ccc(NC(=O)Cn2nnc(-c3ccccc3-n3cnnn3)n2)c(C)c1	i	-1%	-5%	-1%	-5%	1%	/	-2%
COc1ccc(OC)c(-c2noc(CSc3nnc(-c4ccccc4)n3-c3ccccc3)n2)c1	/	/	/	-6%	6%	-2%	/	0%
CCOC(=O)c1[nH]c(C)c(/C(O)=C2\C(=O)C(=O)N(CCCN3CCOCC3)C2c2cccs2)c1C (centres undefined)	i	?	0%	1%	0%	-2%	57%[activator]	-15%
Cc1cc(C)c(/C=C/c2onc(C)c2S(=O)(=O)N2CCC(C(=O)NCCc3ccccc3)CC2)c(C)c1	/	/	/	7%	2%	-2%	/	9%
Cc1ccc(NC(=O)C2CCCN2S(=O)(=O)c2ccc3c(c2)CCCC(=O)N3)cc1C (centres undefined)	/	/	/	-2%	1%	2%	/	-8%
CCNC(=S)Nc1ccc(N(c2ccccc2)C(C)C)cc1	i	?	-7%	2%	-7%	-3%	/	?
CCCc1cc(C(=O)Nc2cc(C)on2)no1	-2%	-3%	7%	13%	1%	0%	/	-9%
C=CCn1c(SCc2ccc(C#N)cc2)nnc1-c1cccc(Cl)c1	i	4%	-3%	-2%	-7%	0%	11%	-13%
COC(=O)CNC(=O)c1ccc(F)cc1	-13%	-2%	6%	-5%	2%	-2%	14%	-1%
CCN(Cc1ccccc1)C(=O)CN1C(=O)COc2ccc(S(=O)(=O)N(CC)CC)cc21	/	/	/	-8%	-7%	-7%	/	-7%
COC(=O)NC(=C(Cl)Cl)S(=O)(=O)c1ccccc1	7%	3%	-11%	-14%	-4%	-2%	/	?
c1ccc(COc2ccc(OCCCCN3CCCCC3)cc2)cc1	i	?	18%	7%	-16%	4%	/	-10%
Cc1cccc(Nc2nc(N)c([N+](=O)[O-])c(NCc3ccccc3)n2)c1	-28%	-5%	1%	?	-1%	-3%	?	?
CCOC(=O)N1CCC(NS(=O)(=O)c2cc(Br)cc3c2N(C(=O)CC)CC3)CC1	i	-3%	-11%	-1%	-4%	0%	4%	-2%
CC(=O)c1cccc(NC(=O)c2nc(-c3ccccc3)n(-c3ccccc3)n2)c1	/	/	/	0%	5%	-1%	/	8%
CC1CCCN(Cc2nc3c(c(=O)n(C)c(=O)n3C)n2CC(=O)c2ccccc2)C1 (centres undefined)	5%	1%	10%	1%	2%	-2%	-7%	-2%
CCCC(=O)Nc1cc(-c2nnc(OC)c3ccccc23)ccc1N1CCCCC1	-19%	5%	3%	1%	-29%	3%	7%	-7%
CN(C1CCCCC1)S(=O)(=O)c1ccc2c(c1)c(=O)c(C(=O)N1CCN(c3ccc(F)cc3)CC1)cn2C	/	/	/	4%	7%	-2%	/	-4%
CS(=O)(=O)N(CC(=O)NC1CCCC1)c1ccc2c(c1)OCCO2	0%	-1%	-2%	-1%	-3%	-1%	6%[11.4 µM]	?
